Screening data deposited in PubChem BioAssay by several laboratories.
CSN deneddyl inh = blocks human CSN-mediated cullin deneddylation | Q92905 | Purified CSN, SCF-Nedd8-OG deneddylation, fluorescence polarization | inhibition, % at 12.5 µM | hit rate 0.38% among 360,000 | AID 651999;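 active = pattern-corrected inhibition above about 35%, with an unprinted fluorescence ratio check between 0.5 and 1.5, limit read from the data, passing the limit was not always enough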;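 also: 0% = enzyme with substrate and 100% = substrate without enzyme; some results filed as inactive read as strong as hits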
Target sequence (Q92905 whole entry, looked up, one chain of several): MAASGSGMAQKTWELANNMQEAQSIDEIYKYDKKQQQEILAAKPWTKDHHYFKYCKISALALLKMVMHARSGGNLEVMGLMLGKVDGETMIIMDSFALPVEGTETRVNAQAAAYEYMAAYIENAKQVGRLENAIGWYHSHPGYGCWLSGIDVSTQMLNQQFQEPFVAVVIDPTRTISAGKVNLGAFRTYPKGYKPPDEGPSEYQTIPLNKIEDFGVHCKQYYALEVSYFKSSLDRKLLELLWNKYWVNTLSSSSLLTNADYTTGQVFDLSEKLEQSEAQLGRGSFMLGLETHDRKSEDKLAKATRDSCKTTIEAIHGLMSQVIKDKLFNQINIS
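Detection – fluorescence polarization · System – HEK293T-derived human Csn5 enzyme · Controls – substrate-only high control, full reaction low control · Timing – 90 min, room temperature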
MT1-MMP act inh = blocks activation of human MT1-MMP; P50281; HT1080 RFP-PRO-GFP cells, GFP/RFP ratio fluorescence, overnight; percent of plate control window, DMSO zero; GFP/RFP ratio change, % at 20 µM; hit rate 0.061% among 360,000; AID 651647;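 active = GFP/RFP ratio change of at least 30% with cell ATP level not reduced by more than half and red fluorescence within 50% of control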; also: strong numbers were not always called active
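system = RFP-PRO-GFP reporter HT1080 cells | dosing = 20 µM single dose, 1% DMSO | timing = overnight cell settling, then overnight compound exposure, 37 °C, 5% CO2 | read-out basis = GFP/RFP fluorescence ratio | controls = DMSO and RFP-L50D-GFP cell wells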
Rin1 Abl inh = inhibitors of human Rin1-Abl protein interaction. inhibition, % at 7.35 µM. hit rate 0.4% among 360,000. TR-FRET Rin1/Abl binding, biochemical. P00519+Q13671; in the data active = inhibition above about 5%, passing the limit was not always enough
E coli Lon inh = E. coli protease La inhibition | inhibition, % at 7.94 µM | hit rate 0.42% among 360,000 | AID 602123 | purified E. coli Lon protease, fluorescence polarization | P0A9M0; in the data active = inhibition above about 13%, passing the limit was not always enough;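 also: 0% = enzyme with probe and DMSO and 100% = no enzyme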
MsrA inhibitor = inhibitors of bovine MsrA | purified bovine MsrA, absorbance read-out | inhibition, % at 15.5 µM | hit rate 0.75% among 360,000 | AID 651718; in the data active = inhibition above about 4.5%;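 also: 0% = vehicle wells with enzyme and 100% = reference inhibitor wells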
Rpn11 inh = Rpn11 (human) deubiquitinase inhibition | calls only at 20 µM | hit rate 0.59% among 360,000 | human 26S proteasome, Ub4-pepOG fluorescence polarization; 20S core pre-blocked with epoxomicin | O00487;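 active = inhibition at 20 µM, scaled to each plate's controls, above about 33%, limit read from the data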
PABP1 MLLE inh = inhibitors of microRNA-mediated deadenylation, human PABP1 MLLE binding; P11940; GST-MLLE / FITC-PAM2 fluorescence polarization; inhibition, % at 20 µM; hit rate 0.36% among 360,000; AID 588489; in the data active = inhibition above about 35%, passing the limit was not always enough;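 also: plate controls were DMSO wells with GST-MLLE for no effect and wells lacking GST-MLLE protein for full effect; some results filed as inactive read as strong as hits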
Target sequence (P11940 whole entry, looked up): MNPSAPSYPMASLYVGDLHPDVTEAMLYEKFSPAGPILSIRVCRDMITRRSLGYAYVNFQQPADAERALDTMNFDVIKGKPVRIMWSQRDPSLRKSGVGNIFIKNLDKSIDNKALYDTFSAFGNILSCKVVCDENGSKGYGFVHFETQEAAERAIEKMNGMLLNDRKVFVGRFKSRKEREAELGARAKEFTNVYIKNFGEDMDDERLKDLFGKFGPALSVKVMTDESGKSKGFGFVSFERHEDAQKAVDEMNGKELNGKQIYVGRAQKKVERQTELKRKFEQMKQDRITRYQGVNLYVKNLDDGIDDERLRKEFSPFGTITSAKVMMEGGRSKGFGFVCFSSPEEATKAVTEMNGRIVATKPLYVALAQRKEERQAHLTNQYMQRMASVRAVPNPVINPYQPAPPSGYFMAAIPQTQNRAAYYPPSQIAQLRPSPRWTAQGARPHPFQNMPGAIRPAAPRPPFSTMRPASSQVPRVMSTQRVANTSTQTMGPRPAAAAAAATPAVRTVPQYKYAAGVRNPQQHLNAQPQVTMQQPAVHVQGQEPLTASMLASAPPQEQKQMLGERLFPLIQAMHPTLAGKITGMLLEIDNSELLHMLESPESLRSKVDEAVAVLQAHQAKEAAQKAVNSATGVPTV
FAS-TE inh = FAS thioesterase (human) inhibition; hit rate 0.67% among 360,000; inhibition, % at 15 µM; P49327; recombinant FAS-TE, OMFH fluorogenic substrate, fluorescence endpoint;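 active = compounds whose normalised, plate-corrected inhibition of enzyme fluorescence in the single-dose primary screen is 50% or more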;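 also: 0% = DMSO with enzyme and 100% = substrate without enzyme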
bovine MsrA act = bovine methionine sulfoxide reductase A activation; purified bovine MsrA, absorbance read-out; activation, % at 10.6 µM; hit rate 0.3% among 360,000; in the data active = activation above about 7.5%;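 also: 0% = vehicle and 100% = reference activator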
Starred values were filed as active, the others as inactive; i = inactive; nt = no result given; + = active, no number; & = joins results of further samples; ! = repeats disagree. Some of the compounds tested, so the mix of outcomes need not match the whole.

SMILES	CSN deneddyl inh	MT1-MMP act inh	Rin1 Abl inh	E coli Lon inh	MsrA inhibitor	Rpn11 inh	PABP1 MLLE inh	FAS-TE inh	bovine MsrA act
O=C(Nc1ccc(Cl)cc1)OC1CN2CCC1CC2 (centres undefined)	1	0	1	-7	0.5	i	-1	-2	-3
C=Cc1ccc(Cn2c(C(=O)O)c(C=O)c3ccccc32)cc1	14	-6	1	3	0.1	+	-31	-1	-4
COC(=O)C(O)(c1ccc(NC(=S)NC(=O)c2ccc(Cl)cc2Cl)c(C)c1)C(F)(F)F (centres undefined)	-3	-4	1	7	-1.3	i	30	-17	-5
CS(=O)(=O)N1Cc2cnnn2-c2ccccc2C1C#N (centres undefined)	-2	2	1	1	0.7	i	-6	-4	-3
CC1=CC(=O)C2=C(C)C[C@H](O)[C@@H]3[C@H](OC(=O)[C@H]3C)[C@@H]12	3	4	0	-4	-1.5	i	0	2	-1
CCOC(=O)C1=C(N)OC2=C(C(=O)CCC2)[C@]12C(=O)N(CC(N)=O)c1ccccc12	-2	1	-3	-7	-0.5	i	-3	-4	0
O=C(Nc1cccc2ccccc12)c1nn(C23CC4CC(CC(C4)C2)C3)cc1Br	-1	-9	-3	-4	-0.4	i	-5	33	-3
Cc1ccc(NC(=O)c2ccc(C)c(S(=O)(=O)N3CCCCC3)c2)nc1	-8	5	4	-1	0.1	i	18	4	-1
CSc1cccc(NP2(=O)OCC(C)([N+](=O)[O-])CO2)c1 (centres undefined)	4	-3	2	-4	1.2	i	14	-9	-3
COc1cccc(CNC(=O)CCC(=O)N2C[C@H]3C[C@H](C2)c2cccc(=O)n2C3)c1OC	3	1	-4	-5	-0.5	i	11	-4	-3
COC(=O)C1=C(c2cccc(C#N)c2)C[C@@H]2CC[C@H]1N2C(=O)N1CCCCC1	0	0	-1	4	-1.2	i	7	-1	-2
Cc1cccc(C)c1-n1nnnc1C(CCc1ccccc1)N1CCC(n2c(=O)[nH]c3ccccc32)CC1 (centres undefined)	-1	13	-1	-4	-0.1	i	-7	54*	2
COc1ccc(CN2CCCC(C(=O)c3cccc(Cl)c3)C2)cc1 (centres undefined)	0	-1	-2	-9	0.1	i	6	13	-1
CC12C=CC(=O)CC1CCC1C2CCC2(C)C(O)C(O)CC12 (centres undefined)	8	2	1	-4	2.4	i	5	-7	-2
COC(=O)C1=C(c2ccc(F)cc2OCc2ccccc2)C[C@@H]2CC[C@H]1N2C(=O)NCCNC(C)=O	-2	-6	4	-8	-0.4	i	1	-11	-1
C=CCn1c(O)c(C(C)=NCc2cccnc2)c(=O)[nH]c1=O	4	-1	-2	-8	0.5	i	-1	-10	-11
O=C(c1cc(S(=O)(=O)N2CCOCC2)ccc1F)N1CCC2(CC1)OCCO2	1	2	-2	4	-1.0	i	5	-8	-4
CC(C)(C)NC(=S)N1CCn2cccc2C1c1cccnc1 (centres undefined)	-3	3	-1	-4	-0.4	i	5	-6	0
CNC(=O)Nc1ccc(C(=O)N/N=C\C23CC[C@@H](O)CC2(O)CC[C@@H]2[C@@H]3CCC3(C)C(C4=CC(=O)OC4)CCC23O)cc1 (some centres undefined)	-2	-4	3	-5	-1.2	i	2	-4	-4
CN1CCC(O)(c2ccc(Cl)cc2)C(C(=O)c2ccc(Cl)cc2)C1 (centres undefined)	1	-3	-1	2	2.3	i	25	0	-4
COC(=O)C1=C(c2ccc(C(C)=O)cc2)C[C@@H]2CC[C@H]1N2C(=O)NCCOc1ccccc1Cl	-3	2	1	13	-1.2	i	6	-4	1
C=CCN(CC=C)C(=O)Nc1ccc(OCC)cc1	-1	1	0	-3	-0.9	i	-5	-7	-12
COc1ccc(-c2nc3ccc(Br)cn3c2CC(=O)N2CCCC2)cc1OC	3	0	nt	-11	-0.2	nt	nt	-4	0
Cc1ccc(-c2ccc(=O)n(CCC(=O)N3CCC4(CC3)OCCO4)n2)cc1	3	1	0	6	-0.1	i	-50	0	-7
Cc1ccc2c(c1)CC1(CN2C)C(=O)NC(=O)N(c2cccc(C)c2C)C1=O (centres undefined)	2	-7	-3	-8	-0.2	i	12	-5	-4
The results go on:
SMILES	CSN deneddyl inh	MT1-MMP act inh	Rin1 Abl inh	E coli Lon inh	MsrA inhibitor	Rpn11 inh	PABP1 MLLE inh	FAS-TE inh	bovine MsrA act
O=c1[nH]c(=O)n(CC2CCCO2)c(O)c1/C=C1\C=Nc2ccccc21 (centres undefined)	3&4	-2&-2	-2&-1	-70&-74	-0.9&0.3	+!	-31&1	-4&-16	-1&-2
NP(=O)(OCC(F)(F)F)Oc1ccc(Cl)cc1 (centres undefined)	0	4	2	-4	-0.5	i	-3	-9	-6
O=c1[nH]c(=S)n(Cc2ccc(F)cc2)c(O)c1C=NCCCn1ccnc1	-2	-4	-3	-2	4.5*	i	-43	-5	-5
Cc1cccc(C)c1-n1nnnc1C(CCc1ccccc1)N1CCC2(CC1)C(=O)NCN2c1ccccc1 (centres undefined)	5	-5	0	-2	-0.2	i	3	7	-4
Cc1nc2ccccc2c(=O)n1-c1cccc(C(F)(F)F)c1	-6	-3	-3	6	0.0	i	3	0	-2
CCOC(=O)N(C)c1ccc(C(O)(C(=O)OCC)C(F)(F)F)cc1 (centres undefined)	1	0	-4	-2	0.1	i	12	-2	-1
CCN(CC)C(=O)c1ccc(NC(=O)CSc2nnnn2-c2cc(OC)ccc2OC)cc1	2	3	1	-8	-1.0	i	6	-5	-3
COC(=O)C1=C(c2ccc(F)cc2F)C[C@@H]2CC[C@H]1N2C	1	2	-1	2	-0.4	i	13	-3	1
COc1ccc(-n2nnnc2C(c2cccc(OC)c2OC)N2CCC(n3c(=O)[nH]c4ccccc43)CC2)cc1 (centres undefined)	4	-4	19*	3	-0.3	i	10	31	-2
C=CCOC(=O)C1C(C(=O)O)C2(Cl)C(Cl)=C(Cl)C1(Cl)C2(Cl)Cl (centres undefined)	1	2	0	-4	0.2	i	4	1	-1
COC(=O)C1=C(c2ccc(F)cc2OCc2ccccc2)C[C@@H]2CC[C@H]1N2C(=O)NCC1CC1	-2	-1	1	18	0.9	i	16	4	8.4*
COc1ccc(C(=O)CC2C(=O)N(C)C(=O)N(C)C2=O)cc1	2	-3	2	-10	0.5	i	-5	-8	-13
O=C(c1cccc([N+](=O)[O-])c1)C12CN3CN(CN(C3)C1)C2	-4	-4	3	11	0.2	i	9	-4	-1
CN(C)P(=NC(=S)c1cccn1C)(N(C)C)N(C)C	-3	2	0	3	2.0	i	37*	-9	-7
Cc1ccsc1CNCCc1ccccc1F	-1	-2	2	-2	-0.3	i	-4	-4	0
O=c1[nH]c(=O)n(CCc2ccc(F)cc2)c(O)c1C=NCCCN1CCOCC1	-8	-1	-1	-13	-0.2	i	-6	-2	-4
CCOC(=O)[C@]12Cc3ccsc3[C@H]1N(Cc1ccccc1)C(=O)c1ccccc12	4	-6	1	3	1.1	i	-9	31	-2
O=c1c2ccccc2nc(-c2ccco2)n1-c1ccccc1	-2	-1	-3	5	2.5	i	1	-5	2
COc1ccc(CN2Cc3cc(N4CCCCC4)ccc3-n3nncc3C2)cc1	2	4	1	-2	-0.1	i	17	-1	-1
NC(=O)CN1CC(c2ccccc2)CC1=O (centres undefined)	-3	7	3	-5	-0.6	i	-15	-8	7
Cc1ccc(S(=O)(=O)Nc2cc(C(=O)N3CCC4(CC3)OCCO4)ccc2N2CCCCC2)cc1	-3	1	3	-2	-0.3	i	0	10	-1
COc1ccc2c(c1OC)CN1CCc3cc4c(cc3C1C2)OCO4 (centres undefined)	-1	-5	-2	0	0.6	i	13	-4	-14
CCCCOCCCn1c(N)c(C(=O)OC(C)COC)c2nc3ccccc3nc21 (centres undefined)	7	-7	-2	-4	-0.6	i	0	3	-2
O=C(N/N=C/c1c(O)n(CCC2=CCCCC2)c(=O)[nH]c1=O)c1ccccc1	-14	1	-1	4	3.3	i	-3	12	-10
Fc1ccc(C(OCCN2CCCC2)c2ccc(F)cc2)cc1	-1	nt	2	4	-1.0	i	0	-9	-11
(further entries)
SMILES	CSN deneddyl inh	MT1-MMP act inh	Rin1 Abl inh	E coli Lon inh	MsrA inhibitor	Rpn11 inh	PABP1 MLLE inh	FAS-TE inh	bovine MsrA act
Oc1ccc(/C=N/NP(=S)(c2ccccc2)c2ccccc2)c(O)c1O	0	-4	16*	14	2.9	i	-13	5	-4
CCOP(=S)(OCC)Oc1cc(C)oc(=O)c1	0	-3	3	-7	-1.2	i	30	-2	0
CCCCCCCSc1cc(OC)c(CCN(C)C)cc1OC	-4	-7	-1	2	-2.5	i	7	-19	-8
CCCCCn1c(=O)c(C(=O)Nc2nc3ccccc3[nH]2)c(O)c2ccccc21	3	-3	1	8	1.5	i	-11	-46	-6
COC(=O)C1=C(c2ccc(F)cc2OCc2ccccc2)C[C@@H]2CC[C@H]1N2C(=O)NCc1ccc(C(F)(F)F)cc1	-1	-9	0	8	0.5	i	-3	21	1
C[C@]12CCC3C(CC[C@H]4C[C@@H](O)CC[C@]34C)C1C[C@@H](N)[C@@H]2O (some centres undefined)	-1	0	-2	2	0.5	i	4	-9	-2

Structural class: the compounds so far containing an aryl methoxy group.
SMILES	CSN deneddyl inh	MT1-MMP act inh	Rin1 Abl inh	E coli Lon inh	MsrA inhibitor	Rpn11 inh	PABP1 MLLE inh	FAS-TE inh	bovine MsrA act
COc1cccc(CNC(=O)CCC(=O)N2C[C@H]3C[C@H](C2)c2cccc(=O)n2C3)c1OC	3	1	-4	-5	-0.5	i	11	-4	-3
COc1ccc(CN2CCCC(C(=O)c3cccc(Cl)c3)C2)cc1 (centres undefined)	0	-1	-2	-9	0.1	i	6	13	-1
COc1ccc(-c2nc3ccc(Br)cn3c2CC(=O)N2CCCC2)cc1OC	3	0	nt	-11	-0.2	nt	nt	-4	0
CCN(CC)C(=O)c1ccc(NC(=O)CSc2nnnn2-c2cc(OC)ccc2OC)cc1	2	3	1	-8	-1.0	i	6	-5	-3
COc1ccc(-n2nnnc2C(c2cccc(OC)c2OC)N2CCC(n3c(=O)[nH]c4ccccc43)CC2)cc1 (centres undefined)	4	-4	19*	3	-0.3	i	10	31	-2
COc1ccc(C(=O)CC2C(=O)N(C)C(=O)N(C)C2=O)cc1	2	-3	2	-10	0.5	i	-5	-8	-13
COc1ccc(CN2Cc3cc(N4CCCCC4)ccc3-n3nncc3C2)cc1	2	4	1	-2	-0.1	i	17	-1	-1
COc1ccc2c(c1OC)CN1CCc3cc4c(cc3C1C2)OCO4 (centres undefined)	-1	-5	-2	0	0.6	i	13	-4	-14
CCCCCCCSc1cc(OC)c(CCN(C)C)cc1OC	-4	-7	-1	2	-2.5	i	7	-19	-8
